Compound activity from PubChem BioAssay.
14-3-3 PPI = 14-3-3 gamma protein interaction modulation | FP, 14-3-3gamma / TMR-pS259-Raf peptide binding | inhibition, % at 40 µM | hit rate 0.19% among 160,000; in the data active means inhibition above about 30%;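 further: 0% = protein plus tracer without compound and 100% = blank with tracer alone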
Target sequence (P61981 whole entry, looked up): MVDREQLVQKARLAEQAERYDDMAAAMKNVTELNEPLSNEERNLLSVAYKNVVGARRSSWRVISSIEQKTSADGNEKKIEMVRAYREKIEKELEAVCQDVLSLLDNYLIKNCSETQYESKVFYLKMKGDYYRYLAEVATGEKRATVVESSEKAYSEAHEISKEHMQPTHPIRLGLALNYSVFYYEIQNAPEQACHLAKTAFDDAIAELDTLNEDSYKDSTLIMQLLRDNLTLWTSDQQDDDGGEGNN
Numbers without * were called inactive; & = joins results of further samples. Some of the compounds tested; rates above refer to the full screens.

14-3-3 PPI,canonical_smiles
-28.5,Cc1cc(N2CCN(C)CC2)nc2ccc(NC(=O)Cc3cccc(C(F)(F)F)c3)cc12
-7.3,COC(=O)c1ccc(NC2=CC(=O)CC(C)(C)C2)cc1
0.8,O=C1CSC2(CCCCC2)N1CCO
3.5,COC(=O)CN(c1ccc(OC)cc1)S(=O)(=O)c1c(C)noc1C
4.8,CCn1cc(C(=O)N2CCCCC2)c2cc(OC)c(OC)cc2c1=O
7.0,Cc1ccc(NC(=O)c2cccc(N3C(=O)CCC3=O)c2)nc1
1.0,CCn1c(COc2cccc3cccnc23)nnc1SCC(=O)O
-159.3,COc1ccc(Oc2c(C(F)(F)F)oc3cc(OC(C)C(=O)OCC(C)C)ccc3c2=O)cc1 (configuration not stated)
3.9&-10.7,COc1ccc(-c2cc(C(=O)N3CCOCC3)no2)cc1OC
-1.3,CC1=NN(C(=O)Cc2ccccc2)C(C)(C)C1
-3.5,CCOC(=O)NC(=O)CSc1nnnn1-c1ccc(C)cc1
-25.2,C=CCSc1nnc2c(n1)OC(c1ccncc1)Nc1ccc(Br)cc1-2 (configuration not stated)
-7.1,O=C(Nc1ccccn1)c1ccc(Cl)c(S(=O)(=O)N2CCCCC2)c1
-39.8,CN1CCN(S(=O)(=O)c2ccc(NC(=O)Cc3cccs3)cc2)CC1
-5.6,CC(C)OCCCNC(=O)c1cc2c(=O)n(C)c3ccccc3c2n1C
-3.0,CCC(c1nnc(SCC(=O)Nc2ccc(C(=O)Nc3ccccc3OC)cc2)o1)N(C)C (configuration not stated)
2.9,COCCn1c(=O)c2c(nc3n2CCN3c2ccc(C)cc2)n(C)c1=O
4.2,CC1CCN(C(=O)C(NS(=O)(=O)c2cccc3nsnc23)c2ccccc2)CC1 (configuration not stated)
4.0,O=c1c(C=NCc2ccc(F)cc2)c(C(F)(F)F)[nH]n1-c1ccc([N+](=O)[O-])cc1
-128.3,Cc1cccc(C)c1Nc1c(-c2ccco2)nc2ccc(Br)cn12
9.2,O=C1c2ccccc2C(=O)c2c1ccc1c(=O)n(-c3ccccc3Cl)[nH]c21
-9.1,COc1ccc(C2NC(c3ccc(OC)c(OC)c3)C(C)C(=O)C2C)cc1OC (configuration not stated)
-5.2,CCOc1ccc(S(=O)(=O)n2c(C)nc3ccccc32)c2ccccc12
-2.2,O=c1oc2c3c4c(cc2c(C(F)(F)F)c1CCBr)CCCN4CCC3
-8.7,CCOC(=O)c1ccc(NC(=O)Cn2c(C(F)(F)F)nc3ccccc32)cc1
-2.6,O=C(Nc1cccc([N+](=O)[O-])c1)Nc1cccc([N+](=O)[O-])c1
-8.9&-5.0,O=C(CCCCCn1c(=S)[nH]c2cc3c(cc2c1=O)OCO3)N1CCN(Cc2ccccc2)CC1
11.2,CCN(CC)C(=O)CC1(C)NC(=S)N(c2ccccc2)N1 (configuration not stated)
-3.9,CCC(C)[C@H](NC(=O)Nc1ccc(C(C)=O)cc1)C(=O)OC (some centres not stated)
0.8,CC(C)c1ccc(NC(=O)CSc2nc3ccsc3c(=O)n2Cc2ccccn2)cc1
-2.3,CCCCCc1ccc(-c2ccc(=O)[nH]n2)cc1
-3.8,Fc1cccc(Cl)c1Cn1nnc2c(N3CCC4(CC3)OCCO4)ncnc21
-4.6,COc1cccc(C(=O)Nc2ccc(Cl)c(-c3nc4ncccc4o3)c2)c1
-2.2,O=C(CSc1ccccn1)Nc1cc(C(=O)O)cc(C(=O)O)c1
-7.2,Cc1ccccc1OCc1nc(-c2ccc(NC(=O)c3ccco3)cc2)no1
-14.6,CC(C)(C)C(=O)CSc1nc2ccccc2c(=O)n1CCCN1CCN(c2cccc(Cl)c2)CC1
-8.3,O=C(CNC1CCCCCC1)Nc1ccc(S(=O)(=O)NC2CC2)cc1
-4.0,CC(C)(C)c1ccc(N2CC(C(=O)Nc3ccccc3C(C)(C)C)CC2=O)cc1 (configuration not stated)
2.3,CS(=O)(=O)N(Cc1ccc(Cl)cc1)c1ccc(C(=O)NC2CC3CCC2C3)cc1 (configuration not stated)
-4.6,O=C1C2C3CCC(C3)C2C(=O)N1c1ccc(O)cc1 (configuration not stated)
-0.9,COC(=O)c1sccc1NC(=O)Cn1cnc2c1c(=O)n(C)c(=O)n2C
-2.8,CCCOc1ccc(C2C(C(=O)OC3CCCC3)=C(C)NC3=C2C(=O)C(C(=O)OC)C(C)C3)cc1 (configuration not stated)
-17.7,CCN(CC)S(=O)(=O)c1ccc(NC2CCCc3ccccc32)nc1 (configuration not stated)
-23.7,c1coc(-c2c3c(nc4ccc5ccccc5c24)CCC3)c1
4.8,O=C1c2ccccc2C(Nc2ccc(S(=O)(=O)N3CCCCC3)cc2)N1c1ccccn1 (configuration not stated)
7.6,O=C(NCc1ccccc1)c1cc(Sc2ccc(F)cc2)nc2ccccc12
1.6&-0.1,COc1ccc(-c2cc(C(=O)Nc3ccccc3SC)no2)cc1OC
-29.1,CCN(CC)c1ccc2cc(C(=O)Nc3ccc(Oc4ccc(Cl)cc4)cc3)c(=O)oc2c1
3.1&-5.1,O=C(O)CCC1(C(=O)O)OCCc2ccccc21 (configuration not stated)
1.6,O=C(COc1ccc(Cl)cc1)N1CCCCCC1

The listing continues:
14-3-3 PPI,canonical_smiles
-2.1,Cn1c(Cn2c(=O)sc3ccccc32)nnc1SCC(=O)N1CCc2ccccc21
-3.1,O=C(Nc1ccccc1)N(CCN1CCOCC1)Cc1cccc(Cl)c1
-39.0,COc1cccc(C2=Nc3cccc4cccc(c34)N2)c1
-2.0,O=C(C1CCN(S(=O)(=O)Cc2ccccc2)CC1)N1CCN(c2ncccn2)CC1
-3.1,COc1ccc(N2C(=O)CN(Cc3cc(OC)c(OC)c(OC)c3)C2=S)cc1
-25.7,Cc1c(C(=O)Nc2sc3c(c2C#N)CCC3)cccc1[N+](=O)[O-]
-3.5,CCSCCOC(=O)C1=C(C)NC2=C(C(=O)CC(C)(C)C2)C1c1ccc(OC(C)=O)cc1 (configuration not stated)
-23.9,Cc1ccc(-c2csc(Cc3csc(-c4ccc(C)cc4)n3)n2)cc1
-5.5,Brc1c(CSc2nc3ccccc3o2)nc2ccccn12
-3.2&-5.2,Cc1nn(CC(=O)NCC2CCCO2)c(=O)c2ccccc12 (configuration not stated)
-0.8,O=C(CN1C(=O)C2(OCCO2)c2ccccc21)c1ccc(F)cc1
-0.3,COc1ccc(S(=O)(=O)n2nnc3ccccc32)c(C)c1
-3.4,CCCOc1ccc(C2c3c(oc4ccccc4c3=O)C(=O)N2CCN(CC)CC)cc1OC (configuration not stated)
-8.4,COc1ccccc1Cn1c2nc3ccccc3nc2c2c(=O)n(CC(C)C)cnc21
-10.4,CCOC(=O)c1cnc2c(C)cc(Cl)cc2c1Nc1ccc(Cl)cc1
-5.4,Cc1ccc(-c2noc(C3CCN(S(C)(=O)=O)CC3)n2)o1
1.9,O=C(CCS(=O)(=O)c1cccc2nonc12)Nc1ccc(Br)cc1
-5.9,CCCC(=O)Oc1c(S(=O)(=O)c2ccc(C)cc2)c(C)nn1-c1ccccc1
1.4,CN1C(=O)C(O)(CC(=O)c2ccc([N+](=O)[O-])cc2)c2ccccc21 (configuration not stated)
-8.3,Cc1c(C(=O)OCCOc2ccccc2)[nH]c2c1C(=O)CC(c1ccccc1Cl)C2 (configuration not stated)
7.8,Cc1ccc(S(=O)(=O)c2nc(-c3ccc(Cl)cc3)oc2N2CCOCC2)cc1
-8.7,Cc1ccc(C)c(N(C)S(=O)(=O)c2ccc3[nH]cc(C(=O)NC(C)(C)C)c(=O)c3c2)c1
2.0,CC1=C(C(=O)OCCc2ccccc2)C(c2ccsc2)C2=C(CCCC2=O)N1 (configuration not stated)
1.7,Cc1cc(C)c(C)c(OCC(=O)NCCN(C)C)c1
-101.5,CC(=O)Oc1ccc(C2Nc3ccc(C(=O)O)cc3C3C=CCC32)c(OC(C)=O)c1 (configuration not stated)
-200.4,C=CCNc1nc(C=Cc2ccc([N+](=O)[O-])cc2)c2cc(C)c(C)cc2n1
-1.4,Cc1occc1-c1nc(-c2ccncc2)no1
-10.0,Cc1cccc(-c2noc(CCC(=O)NCc3ccccc3)n2)c1
-4.8,Cc1cc(C(=O)Nc2ccc(N3CCOCC3)cc2)c2ccccc2n1
2.1,NC(=O)c1c(NC(=O)C2CCCCC2)sc2c1CCCC2
-4.9&-8.4,Nc1nc2c3ccccc3nc(Cc3ccccc3)n2n1
-3.7,Cc1ccc(-c2nc3ccccn3c2Nc2ccc3c(c2)OCCO3)s1
-14.2,O=C(NC1CCCCC1)C(c1cccs1)N(Cc1cccs1)C(=O)c1ccco1 (configuration not stated)
-9.6,COc1ccc(Cn2nnnc2CN(Cc2cc3ccc(C)cc3[nH]c2=O)C2CCCC2)cc1
-5.4,CC(C)OCCCNC(=O)c1cccc2c1C(=O)N(C1CCCCC1)C2
-17.9,O=C1CCC(=O)N1c1ccc(NCc2ccccc2Sc2ccccc2CO)c([N+](=O)[O-])c1
0.0,COc1ccccc1CNC(=O)C1CCC(=O)N1C1CCCCCCC1 (configuration not stated)
-8.3,CCOCC(=O)Nc1ccc(S(=O)(=O)Nc2ncccn2)cc1
-1.7,CCCCCn1ccc(=N)cc1
1.7,COc1ccc(N2CCN(Cc3cn4c(C)cc(C)nc4n3)CC2)cc1
0.3&-16.7,Cc1c(C(=O)Nc2ccc3c(c2)OCO3)sc2nc(-c3ccccc3)cn12
-9.0,Cc1cc(C)n2nc(SCC(=O)NCC3COc4ccccc4O3)nc2n1 (configuration not stated)
-9.8,O=C(Nc1ccc(OCc2ccccc2)cc1)c1ccc(N2C(=O)c3ccccc3C2=O)cc1[N+](=O)[O-]
-3.5,O=C(Nc1nnc(CCS(=O)(=O)c2ccc(Cl)cc2)s1)c1cccs1
-1.1,CCCc1ccc(C(=O)Nc2nnc(C)s2)cc1
-2.4,Cc1ccc(Cl)cc1N1C(=O)C2C(c3ccccc3)OC3(C(=O)c4ccccc4C3=O)C2C1=O (configuration not stated)
-2.5,Cc1cc(N2C(=O)CSC2c2cc3c(cc2[N+](=O)[O-])OCO3)ccc1Br (configuration not stated)
2.4,Brc1ccc(C2=Nn3c(nnc3-c3ccccc3)SC2)cc1
-12.4,O=C(c1ccc(N2CC3CC(C2)c2cccc(=O)n2C3)c([N+](=O)[O-])c1)N1CCc2ccccc2C1 (configuration not stated)
0.6,O=C(NCc1ccccn1)C(=O)Nc1ccccc1F

Part of the list above in order of SMILES length, ascending:
14-3-3 PPI,canonical_smiles
1.6,O=C(COc1ccc(Cl)cc1)N1CCCCCC1
1.7,Cc1cc(C)c(C)c(OCC(=O)NCCN(C)C)c1
-3.5,CCOC(=O)NC(=O)CSc1nnnn1-c1ccc(C)cc1
11.2,CCN(CC)C(=O)CC1(C)NC(=S)N(c2ccccc2)N1 (configuration not stated)
-10.0,Cc1cccc(-c2noc(CCC(=O)NCc3ccccc3)n2)c1
1.9,O=C(CCS(=O)(=O)c1cccc2nonc12)Nc1ccc(Br)cc1
-23.9,Cc1ccc(-c2csc(Cc3csc(-c4ccc(C)cc4)n3)n2)cc1
0.3&-16.7,Cc1c(C(=O)Nc2ccc3c(c2)OCO3)sc2nc(-c3ccccc3)cn12
-8.4,COc1ccccc1Cn1c2nc3ccccc3nc2c2c(=O)n(CC(C)C)cnc21
-2.5,Cc1cc(N2C(=O)CSC2c2cc3c(cc2[N+](=O)[O-])OCO3)ccc1Br (configuration not stated)
-3.4,CCCOc1ccc(C2c3c(oc4ccccc4c3=O)C(=O)N2CCN(CC)CC)cc1OC (configuration not stated)
-9.6,COc1ccc(Cn2nnnc2CN(Cc2cc3ccc(C)cc3[nH]c2=O)C2CCCC2)cc1
-8.9&-5.0,O=C(CCCCCn1c(=S)[nH]c2cc3c(cc2c1=O)OCO3)N1CCN(Cc2ccccc2)CC1
4.0,O=c1c(C=NCc2ccc(F)cc2)c(C(F)(F)F)[nH]n1-c1ccc([N+](=O)[O-])cc1

Following part.
14-3-3 PPI,canonical_smiles
1.9,CCOC(=O)c1nn(-c2ccc(C)cc2)c(=O)c2c(NC(=O)c3ccccc3OCC)scc12
-5.4,COc1ccc(N(C(=O)COc2ccc(Cl)cc2)S(=O)(=O)c2ccc(C)cc2)cc1
0.1,CCCCn1c(=N)n(CC(=O)O)c2ccccc21
0.5,Cc1ccnc(NC(=O)c2ccc(C(=O)Nc3cc(C)ccn3)cc2)c1
2.8,CCOC(=O)c1sc(=NC(=O)c2ccc(S(=O)(=O)N3CC(C)CC(C)C3)cc2)n(C)c1C (configuration not stated)
-3.6&-1.9,CCOc1ccc(NC(=O)COc2nsnc2N2CCCCC2)cc1
12.4,Oc1c(C(Nc2ccccn2)c2ccccc2Br)ccc2cccnc12 (configuration not stated)
-6.3&5.5,COc1ccc2c(c1OC)C(=O)N1c3cccc(Cl)c3C(=O)OC21 (configuration not stated)
-2.1,CCOC(=O)N1CCN(C(=O)c2ccc(CNS(=O)(=O)c3ccc(OC)cc3)cc2)CC1
-3.8,O=C(CC1CCCCC1)NCCCN1CCOCC1
-1.9,N#Cc1nc(-c2cccc3ccccc23)oc1NCCN1CCOCC1
-2.9,O=C(NCc1ccc(Cl)cc1)c1noc2c1CCCC2
-13.8,CC1N/C(=C\C(=O)c2ccccc2)N(O)C1(C)C (configuration not stated)
-0.9,CC(=O)Nc1ccc(N=Cc2ccc(N(C)C)cc2)cc1
6.5,CCCCNC(=O)C1CCC(=O)N1C1CCCC1 (configuration not stated)
2.9,c1ccc(CC2CCN(c3nnnn3-c3ccccc3)CC2)cc1
-42.2,CCOc1ccc(NC(=O)c2sc3cc(Cl)ccc3c2Cl)cc1
-8.8,CCCCN(CC)S(=O)(=O)c1ccc(C(=O)Nc2nc3c(s2)Cc2ccccc2-3)cc1
-10.0,Cc1ccc(C)c(NC(=O)C2COc3ccccc3O2)c1 (configuration not stated)
4.2,Cc1ccc(NC(=O)COS(=O)c2ccc(C)cc2)cc1 (configuration not stated)
1.1,COc1ccc(C(=O)N2CCC(C(=O)Nc3ccccc3C(F)(F)F)CC2)cc1
-5.5,COc1ccc(NC(=O)C2C3NC(=S)NC2(C)Oc2ccc(Cl)cc23)cc1 (configuration not stated)
-3.8,COc1cccc2cc(C(=O)N3CCc4ccccc43)c(=O)oc12
2.0,COc1ccc(C2C(C(N)=O)=C(C)Nc3nc(-c4ccccc4)nn32)cc1OC (configuration not stated)
